# Fluor 339 460 – intrinsic fluorescence of library compounds, ex339/em460 – biochemical, MLSMR library, data from DPM-DC assay, artefact control, profiling panel | compound autofluorescence, ex339/em460 nm, NADH buffer; stronger effect = higher value; 1 = no-compound wells, NADH background | fluorescence fold increase at 10 µM | hit rate 5.5% among 65,000 | AID 709;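 active means at 10 µM, mean starting fluorescence two-fold or more over control wells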;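 further: signal is the first read of a kinetic run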
# M1 antag – antagonists of rat M1 muscarinic receptor; P08482; CHO-M1 cells, Fluo-4 calcium, ACh EC80 antagonist mode; stronger effect = lower value; B-score at 10 µM; hit rate 3.4% among 64,000; AID 628;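 active means calcium fluorescence response, raw or row-and-column corrected B-score, differing from the plate sample mean either way at a set confidence level, mostly lower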
# RORa activator – activators of human nuclear receptor RORA | P35398 | CHO-K1 Gal4-RORA LBD luciferase reporter, luminescence; percent increase over mock-subtracted basal signal | activation, % at 10 µM | hit rate 1.5% among 65,000 | AID 560;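 active means activation above the mean of all tested compounds plus 3 SD, cut at about 49% in these data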;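 further: 0% = DMSO-treated RORA cells and 100% = added signal equal to DMSO minus mock-transfected cells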
# Target sequence (P35398 whole entry, looked up, the tested form may be a part): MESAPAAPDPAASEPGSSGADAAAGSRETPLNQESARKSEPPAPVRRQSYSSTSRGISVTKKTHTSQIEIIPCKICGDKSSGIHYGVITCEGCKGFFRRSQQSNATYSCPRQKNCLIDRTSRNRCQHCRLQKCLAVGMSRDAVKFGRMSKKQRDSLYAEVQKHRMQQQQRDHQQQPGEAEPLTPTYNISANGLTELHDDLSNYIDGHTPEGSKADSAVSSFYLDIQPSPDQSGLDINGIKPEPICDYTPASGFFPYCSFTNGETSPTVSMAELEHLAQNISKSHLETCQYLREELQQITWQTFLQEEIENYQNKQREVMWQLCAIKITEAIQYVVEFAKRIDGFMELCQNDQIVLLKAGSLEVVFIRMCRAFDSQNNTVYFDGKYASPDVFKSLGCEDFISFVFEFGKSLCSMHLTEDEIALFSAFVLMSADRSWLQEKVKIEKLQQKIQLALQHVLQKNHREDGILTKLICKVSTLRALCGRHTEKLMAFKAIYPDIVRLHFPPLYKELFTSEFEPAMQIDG
# tolC growth inh – E. coli tolC mutant growth inhibition; AID 573; hit rate 2.2% among 65,000; growth inhibition, % at 10 µM (by protocol); E. coli BW25113 tolC mutant growth, OD615;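 active means growth inhibition at or above a cutoff equal to the mean over every tested compound plus 3 SD, cut at about 60% in these data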;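 further: growth measured after 20 h incubation at 37 °C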
#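 Test system: E. coli BW25113 ΔtolC::kan bacteria | Medium: Kanamycin-containing LB broth (50 µg/mL) | Dosing: One dose of 10 µM final | Times: 20 h incubation with compound, 37 °C | Detection: Optical density read at 615 nm | Read-out basis: Percent growth inhibition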
# NADH coupling – inhibition of NAD/NADH coupling enzymes, library profiling; coupled PK/LDH NADH assays, four targets; IC50, µM (series often up to 10 µM), without a hit: at the top dose inhibition; hit rate 0.02% among 65,000; AID 774;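 active means single-dose screening hits from any of four coupled enzyme assays that gave an IC50 when retested across doses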;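 further: the DPM-DC format reads NADH fluorescence rather than 340 nm absorbance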
# TNAP act mid DEA – human TNAP activation, intermediate phosphate acceptor; P05186; purified TNAP, CDP-star luminescence, 100 mM DEA, 30 min; stronger effect = higher value; scale: 0 levamisole-inhibited, 1 vehicle-only enzyme; activation factor at 20 µM; 64,000 tested, under 10 active; AID 813;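 active means activation factor of at least 2 at 20 µM, relative to controls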
# Ec RNAP inh – blocks E. coli RNA polymerase transcription | P0A8V2 | fluorescence transcription assay | inhibition, %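 (tested at 10 µM)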 | hit rate 0.2% among 62,000 | AID 559; in the data active means inhibition above about 20%;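 further: 0% = enzyme without compound and 100% = no enzyme blank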
# M1 agonist – activates the M1 muscarinic receptor | CHO-M1 cells, Fluo-4 calcium fluorescence, agonist mode; stronger effect = higher value | B-score at 10 µM | hit rate 3% among 64,000 | AID 626;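 active means fluorescence rise, raw or as B-score row- and column-corrected plate score, outside the 99.7% band of its plate's samples, either direction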
# SF1 activator – SF-1 (human) activation. Q13285. CHO-K1 Gal4-SF-1 LBD luciferase reporter; % increase over DMSO SF-1-specific signal. activation, % at 10 µM. hit rate 1.9% among 65,000. AID 522;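 active means activation above the mean activation of all tested compounds plus 3 SD, cut at about 50% in these data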
# Target sequence (Q13285 whole entry, looked up, the tested form may be a part): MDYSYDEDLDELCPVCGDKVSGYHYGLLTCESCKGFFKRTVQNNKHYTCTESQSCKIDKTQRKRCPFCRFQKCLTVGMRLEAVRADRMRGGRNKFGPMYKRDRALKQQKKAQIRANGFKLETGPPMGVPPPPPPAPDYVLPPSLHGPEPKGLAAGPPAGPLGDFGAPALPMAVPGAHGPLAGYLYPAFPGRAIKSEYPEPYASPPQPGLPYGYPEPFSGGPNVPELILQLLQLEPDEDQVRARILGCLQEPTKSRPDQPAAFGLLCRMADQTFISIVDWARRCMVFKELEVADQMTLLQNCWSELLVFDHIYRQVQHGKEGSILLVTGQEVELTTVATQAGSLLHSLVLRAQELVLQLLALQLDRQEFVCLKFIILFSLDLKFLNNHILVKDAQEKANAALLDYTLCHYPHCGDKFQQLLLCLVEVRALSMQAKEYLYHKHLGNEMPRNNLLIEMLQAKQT
#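 Test system: transient Gal4-SF-1 LBD reporter, CHO-K1; Amount: 4,000 CHO-K1 cells per well; Doses: 10 µM only; Timing: compound exposure 20 h at 37 °C; Signal: luciferase light emission; Read-out basis: percent activation relative to DMSO median and mock-transfected background; Control set: DMSO negative control and −SF1 background wells; Replicates: one test per compound.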
# An asterisk follows results filed as active; . = not tested or not shown; [ ] = remark or other dose.
# Values in the order – Fluor 339 460	M1 antag	RORa activator	tolC growth inh	NADH coupling	TNAP act mid DEA	Ec RNAP inh	M1 agonist	SF1 activator
- CCOC(=O)C1=C(C)OC(N)=C(C(=O)OCC)C1c1cccnc1 (stereo not drawn)
  1.1	-0.44	-14	4	6%	1	8	-0.15	-1
- COC(=O)C(CCCCN1C(=O)C2C3C=CC(C3)C2C1=O)N1C(=O)C2C3C=CC(C3)C2C1=O (stereo not drawn)
  1.1	0.2	3	9	5%	0.9	-5	0.016	12
- Oc1ccccc1C1=NCCNC(C(F)(F)C(F)F)=C1
  1	0.24	-17	-3	5%	0.9	8	0.46	-6
- O=C(Nc1ccccc1)NC1CS(=O)(=O)CC1O (stereo not drawn)
  1.1	0.24	-10	-7	8%	0.8	8	-0.68	-16
- Cc1cc2cc(CNC(=O)c3ccc(S(=O)(=O)N4CCCCC4)cc3)ccc2n1C
  1.1	0.12	5	15	3%	0.9	3	-0.14	3
- C=CCn1c(COc2cccc3ccc(C)nc23)nnc1SCC(=O)OC
  1.4	-1.6	-20	-4	5%	1.1	0	0.012	11
- Cc1[nH]c2ccccc2c1NC(=O)CN1CCN(c2cccc(C(F)(F)F)c2)CC1
  1	.	-12	75*	6%	1	7	.	-11
- CNC(=O)c1ccsc1NC(=O)c1ccc(Cl)s1
  1.1	-0.027	16	23	5%	1	5	0.61	38
- Cc1cc(C)n(C(=O)CNC(=O)c2ccc3c(c2)OCCO3)n1
  1.1	0.72	5	4	4%	0.9	8	0.54	10
- NC(=O)C1(N2CCCCC2)CCN(S(=O)(=O)c2cc(Cl)ccc2Cl)CC1
  1.1	-0.98	-11	7	8%	0.9	3	-0.8	9
- Cc1nn(Cc2ccccc2Cl)c(C)c1NC(=O)C1C2CCC(O2)C1C(=O)O (stereo not drawn)
  1	-0.35	2	-7	2%	0.9	3	-0.026	6
- O=C(COc1ncnc2ccccc12)NCCCN1CCCC1=O
  1.8	0.023	8	-7	12%	0.9	-1	0.044	0
- COc1cccc(C2/C(=C(/O)c3ccc(F)cc3)C(=O)C(=O)N2CCN(C)C)c1 (stereo not drawn)
  1	0.33	4	-15	3%	0.9	-4	-0.18	-2
- Cc1occc1C(=O)Nc1nnc(C(F)(F)F)s1
  1.2	-1.5	14	16	65%	0.9	1	-2.2	4
- COC(=O)CN1C(=O)C2(C(C#N)=C(N)Oc3cc(C)oc(=O)c32)c2ccccc21 (stereo not drawn)
  1.1	-0.26	14	-12	4%	1	4	-0.014	5
- O=C(CSc1nc(O)c(Cc2ccccc2F)c(=O)[nH]1)N1CCCCCC1
  1.1	0.014	-2	1	3%	1	1	-0.0096	-3
- CC1(C)C2CCC1(C)C(OC(=O)CCn1ccnc1)C2 (stereo not drawn)
  1.1	-1.3	-12	19	4%	0.9	6	-0.05	0
- O=c1c2ccccc2nc(COc2ccccc2)n1/N=C/c1ccco1
  1.1	-0.6	29	33	6%	0.9	4	-0.05	49
- CC(C)c1cc(C(=O)Nc2cc(Cl)ccc2O)no1
  1.2	0.68	12	21	3%	0.9	7	-1.2	23
- COc1ccc(Cl)cc1C(=O)Nc1cc(=O)n(C)c(=O)n1C
  1.1	0.05	0	-11	2%	0.9	-4	-0.8	3
- Cc1cc(C#N)c(C)n1-c1cc(C(F)(F)F)ccc1N1CCOCC1
  1.1	0.38	6	22	5%	0.8	9	0.023	-1
- CC(C)(C)n1nc2c(c1NC(=O)Cc1cccc3ccccc13)CS(=O)C2 (stereo not drawn)
  1.1	-0.42	8	-4	5%	1	-5	-1.3	0
- Cc1ccc(/C=c2\sc3nc(-c4cccnc4)nn3c2=O)cc1
  1.1	-0.0032	9	6	1%	1	3	-0.75	12
- Cc1cc(C)cc(N2C(=O)CSC2c2cccs2)c1 (stereo not drawn)
  1	-0.53	-10	27	6%	1	-7	-0.11	-9
- O=C(Cc1ccccc1)Nn1cnc2ccccc21
  1.2	0.56	4	-4	6%	0.9	2	1.4	0
- CNc1oc(C)nc1S(=O)(=O)c1ccc(C)cc1
  1.1	-0.11	-18	-13	5%	0.9	2	0.22	-12
- CCOc1ccc(CNC(=O)C2CCN(S(=O)(=O)CC)CC2)cc1OC
  0.99	-0.53	-17	-29	7%	0.9	4	0.28	-6
- COc1ccccc1N1C(=O)C2C3C=CC(C3)C2C1=O (stereo not drawn)
  1.1	0.24	8	-6	4%	0.9	0	0.4	-4
- O=C(C1CCN(S(=O)(=O)c2ccc(Br)s2)CC1)N1CCc2ccccc21
  1.1	-0.41	-6	14	5%	0.9	7	-0.5	0
- Cc1ccccc1Cn1nc(C)c(NC(=O)c2cc3n(n2)C(C(F)F)CC(C(F)F)N3)c1C (stereo not drawn)
  1.1	0.75	-5	0	7%	0.9	7	0.24	-8

# 5 of the compounds above, with bars between the fields:
Structure | Fluor 339 460 | M1 antag | RORa activator | tolC growth inh | NADH coupling | TNAP act mid DEA | Ec RNAP inh | M1 agonist | SF1 activator
Cc1cc(C)cc(N2C(=O)CSC2c2cccs2)c1 (stereo not drawn) | 1 | -0.53 | -10 | 27 | 6% | 1 | -7 | -0.11 | -9
O=C(Cc1ccccc1)Nn1cnc2ccccc21 | 1.2 | 0.56 | 4 | -4 | 6% | 0.9 | 2 | 1.4 | 0
CNc1oc(C)nc1S(=O)(=O)c1ccc(C)cc1 | 1.1 | -0.11 | -18 | -13 | 5% | 0.9 | 2 | 0.22 | -12
CCOc1ccc(CNC(=O)C2CCN(S(=O)(=O)CC)CC2)cc1OC | 0.99 | -0.53 | -17 | -29 | 7% | 0.9 | 4 | 0.28 | -6
COc1ccccc1N1C(=O)C2C3C=CC(C3)C2C1=O (stereo not drawn) | 1.1 | 0.24 | 8 | -6 | 4% | 0.9 | 0 | 0.4 | -4

# Later entries.
# Values in the order – Fluor 339 460	M1 antag	RORa activator	tolC growth inh	NADH coupling	TNAP act mid DEA	Ec RNAP inh	M1 agonist	SF1 activator
- CCS(=O)(=O)NCc1csc(-c2ccccc2)n1
  1	0.25	18	-14	4%	0.9	12	0.27	23
- Cc1noc(C)c1S(=O)(=O)N(CC(=O)N1CCCCCC1)c1ccc(C(C)C)cc1
  1.1	0.6	-3	14	3%	0.9	-3	0.4	8
- Cc1cc(C)n(/N=C/c2cccc(O)c2)c(=O)c1C(N)=O
  1	0.85	3	19	7%	0.9	10	-0.42	3
- O=c1cc(N2CCC(Cc3ccccc3)CC2)[nH]c(=O)n1C1CCCCC1
  1.1	-0.26	-18	-25	6%	0.9	0	-0.6	3
- COc1ccc(OC)c(Nc2nc(-c3sc(N)nc3C)cs2)c1
  1	-0.24	3	5	2%	0.8	5	0.51	19
- C=CCn1c(SCC(=O)Nc2cc(NC(C)=O)ccc2OC)nnc1-c1ccccn1
  1.1	0.51	-24	1	4%	1	11	-0.27	-16
- COc1ccc(/C(N)=C/C(=O)C(C)(C)C)cc1
  1	-3.5*	42	21	7%	0.8	6	-0.57	12
- CCOc1ccccc1NC(=O)CCN1CCN(S(=O)(=O)c2ccc(OC)cc2)CC1
  1	0.29	-1	-7	4%	1.1	8	-0.71	-2
- NC(=O)SC/C(=N\S(=O)(=O)c1ccccc1)Nc1ccccc1
  1	-0.57	-2	-3	8%	0.9	6	0.36	-5
- CCOC(=O)CCc1c(C)c(C#N)c2nc3ccccc3n2c1-n1ccnc1
  1.2	-0.49	14	2	1%	0.9	10	-1.1	4
- Cc1ccc(N2CC(C(=O)Nc3cccc(F)c3)CC2=O)cc1 (stereo not drawn)
  1.1	-0.098	-7	0	8%	1.1	4	-0.31	-7
- COc1ccc(CCNC(=O)c2c(O)c3cccc4c3n(c2=O)CC4)cc1
  1.4	-0.14	-7	24	3%	0.9	5	-0.019	-10
- COn1cnnc1-c1ccccc1
  1.1	-0.42	-23	-20	1%	0.8	8	0.29	-10
- O=C(O)C1CCN(C(=O)c2scc3c2OCCO3)CC1
  1.1	0.24	-18	-17	3%	0.9	-4	0.052	-2
- COc1ccccc1C1c2c(oc3ccc(Cl)cc3c2=O)C(=O)N1c1cc(C)on1 (stereo not drawn)
  1	0.19	-24	-24	1%	0.9	-3	-0.055	16
- O=C(CCC(=O)N1CCN(S(=O)(=O)c2ccccc2)CC1)c1cccs1
  1	-0.16	5	-16	4%	0.9	-1	-0.03	1
- Cn1c(=O)c2ncn(CC(=O)Nc3cc(C(F)(F)F)ccc3N3CCOCC3)c2n(C)c1=O
  1.1	0.26	22	9	5%	0.9	4	1.2	-10
- O=C(CSc1n[nH]c(-c2ccccc2O)n1)N1CCCc2ccccc21
  1.1	1.2	-2	50	3%	1.2	.	11*	15
- O=C(NC1CCCCC1NC(=O)c1ccco1)c1ccco1 (stereo not drawn)
  1	0.58	-18	-21	4%	1	-14	-0.82	6
- CCOC(=O)CCC(=O)NCc1ccc2[nH]c(C)cc2c1
  1	0.83	8	-6	7%	0.9	4	-0.25	-7
- CCCc1nc(SCc2cccnc2)c2c(=O)n(C)c(=O)n(C)c2n1
  1.1	-1*	15	33	3%	1	2	2.6*	-9
- COc1ccc(C(=O)NCc2c(CC(C)C)oc(C)c2C(=O)O)cc1
  1.1	0.025	-30	14	0%	1	4	0	8
- CCOC(=O)Cn1nnc(-c2cccc(OC)c2)n1
  1	0.2	1	-6	6%	0.9	11	-0.18	-6
- COc1ccc(Oc2ncnc3c2ncn3Cc2ccccc2)cc1
  1.1	0.49	16	-6	6%	0.9	7	0.35	2
- CCOc1ccccc1Cn1c(=O)oc2ccc(C)cc21
  1.1	-0.047	6	38	8%	.	.	0.0035	9
- CCC(=O)Nc1cc(C)c(NC(=O)C23CC4CC(CC(C4)C2)C3)cn1
  1	0.2	-8	-7	3%	0.9	3	-0.42	-11
- COc1cc(N=c2ssnc2Cl)cc(OC)c1
  1	-0.068	0	-1	4%	0.9	13	0.28	-24
- COc1cc(OC)c(C2N(c3cc(C)on3)C(=O)C3CCCN32)cc1OC (stereo not drawn)
  1.1	0.27	0	-22	8%	1	8	-0.3	14
- CCOc1ccccc1NC=C1C(=O)OC(C)(C)OC1=O
  1.1	0.68	-11	-13	5%	0.9	.	0.019	13
- CCS(=O)(=O)N1CCN(C(=O)c2ccc(-c3ccccc3)cc2)CC1
  1.1	0.02	-10	-12	3%	.	0	-1.5	-20
- Cc1c(NC(=O)C(C)N2C(=O)c3ccccc3C2=O)c(=O)n(-c2ccccc2)n1C (stereo not drawn)
  1.1	1.5	-20	-13	0%	0.9	9	-0.18	-7
- Cc1ccc(N2CC(c3nc4ccccc4n3C)CC2=O)cc1C (stereo not drawn)
  1.1	-4.1*	4	20	8%	1	6	0.11	-22
- O=c1[nH]c(-c2ccccc2O)nc2c1CCCC2
  3.3*	-0.42	-7	-9	7%	0.9	1	-1	-6
- O=CN1CCN(C(C(=O)NC2CCCC2)c2ccc(Cl)cc2)CC1 (stereo not drawn)
  1	-0.071	8	-9	11%	0.9	2	-0.12	2
- CCCCn1c(N)c(N(CCC(C)C)C(=O)COC(=O)c2ccco2)c(=O)[nH]c1=O
  1.1	0.14	-3	-4	5%	0.9	.	-0.013	2
- O=C1CSC(c2nn(-c3ccccc3)cc2-c2cc3ccccc3oc2=O)N1Cc1ccco1 (stereo not drawn)
  2.3*	-0.25	-12	41	11%[fluoresces]	0.9	-3	3.2*	17
- COc1cc(C)c(CN2CCCCC2CO)cc1C (stereo not drawn)
  1.1	-0.062	19	-17	2%	0.9	6	0.0047	6
- COC(=O)c1ccc(CSc2nnc(-c3ccncc3)n2Cc2ccccc2)o1
  1.1	-0.12	6	0	5%	1	6	-0.26	18
